# Source: PubChem (National Center for Advancing Translational Sciences (NCATS))
# Tau FP inhib = inhibitors of human tau fibril formation | K18 P301L tau heparin fibrillization, Alexa594 FP, 6 h | AID 1468 | hit rate 0.39% among 280,000 | Potency, µM (series often up to 57.7 µM), without a hit: at the top dose activity, negative = inhibition, usual class: inhibitors; note: nearly all actives have a fitted effect of over 55% in size
#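 Recombinant K18 P301L […], labeled with Alexa 594 at 0.24 uM over 15 uM unlabeled; heparin inducer 20 uM final; 37 C, 6 hr; FP endpoint.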
# Tau ThT inhib = inhibitors of human tau fibril formation, thioflavin T binding; P10636; Potency, µM (titrated, usually from 57.4 µM), without a hit: top-dose activity, negative = inhibition, usual class: inhibitors; hit rate 2.1% among 270,000; recombinant tau K18 P301L (four-repeat tau fragment), heparin-induced fibrillization, ThT fluorescence; AID 1460; note: nearly all actives have a fitted effect of over 55% in size
#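 Tau K18 P301L fragment (15 uM unlabeled plus 0.24 uM Alexa 594-labeled) in 100 mM sodium acetate pH 7 with compound, fibrillization induced by 20 uM heparin for 6 hr at 37 C. Thioflavin T (30 uM) added, fluorescence read after 1 hr (ex 450, em 510 nm).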
# RECQ1 inh = inhibitors of human RECQ1 DNA helicase; RECQ1 DNA unwinding, red fluorescence kinetic read; AID 2549; hit rate 0.54% among 240,000; Potency, µM (series often up to 57.3 µM), without a hit: at the highest dose activity, negative = inhibition, usual class: inhibitors; P46063;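 note: plate controls were vehicle for no effect and no enzyme for full effect; nearly all actives have a fitted effect of over 30% in size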
# Target sequence (P46063 whole entry, looked up): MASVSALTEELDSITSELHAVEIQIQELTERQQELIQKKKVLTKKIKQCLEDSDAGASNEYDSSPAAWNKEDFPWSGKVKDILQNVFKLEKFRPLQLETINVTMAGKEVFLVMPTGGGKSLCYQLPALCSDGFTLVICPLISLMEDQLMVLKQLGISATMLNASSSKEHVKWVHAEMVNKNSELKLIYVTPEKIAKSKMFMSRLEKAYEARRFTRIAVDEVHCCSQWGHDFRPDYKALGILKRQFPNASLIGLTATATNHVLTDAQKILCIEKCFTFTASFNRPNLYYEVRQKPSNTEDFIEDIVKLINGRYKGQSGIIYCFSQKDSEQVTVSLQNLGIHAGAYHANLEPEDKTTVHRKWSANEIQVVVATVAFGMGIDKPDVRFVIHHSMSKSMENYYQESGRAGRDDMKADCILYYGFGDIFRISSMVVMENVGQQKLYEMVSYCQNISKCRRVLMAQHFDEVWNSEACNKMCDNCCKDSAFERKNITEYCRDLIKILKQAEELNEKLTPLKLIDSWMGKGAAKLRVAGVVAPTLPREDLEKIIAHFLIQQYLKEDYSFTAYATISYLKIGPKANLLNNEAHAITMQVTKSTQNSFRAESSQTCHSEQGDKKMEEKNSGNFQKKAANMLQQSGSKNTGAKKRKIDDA
#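 50 nM RECQ1T1 preincubated 15 min with compound in Tris pH 8.0 buffer with MgCl2, DTT, Tween-20 and 2.5 ug/ml poly(dI-dC); started with 200 nM TAMRA/BHQ-2 forked duplex and 2 mM ATP. Unwinding read as fluorescence (525/598 nm), two reads 2 h apart.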
# TexasRed fluor = Texas Red fluorescence interference in TRb-SRC2 counter-screen; Potency, µM (series often up to 106 µM), for inactives: at the highest dose fluorescence change, negative = quenching; AID 1479; TRb/SRC2 Texas Red total fluorescence interference; hit rate 0.29% among 280,000; active = well fitted curve in either direction with a large enough effect; inconclusive = small, poorly fitted or top-dose-only effect
#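 Human TRβ ligand-binding domain (0.6 uM) and Texas Red SRC2 peptide (20 nM) in Tris buffer with 1 uM T3 and 5% DMSO were incubated with pinned compound for 5 hr at ambient temperature. Total fluorescence was computed as S + 2P (555/632 nm).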
# KDM4E inh = blocks human JMJD2E demethylase activity; JMJD2E catalytic domain, FDH-coupled NADH fluorescence (FDH is formaldehyde dehydrogenase); B2RXH2; Potency, µM (series often up to 57.1 µM), for the others: at the top dose activity change, negative = inhibition, hits mostly inhibitors; hit rate 1.6% among 230,000; active = well fitted inhibition curve with a large enough effect, not every such curve was filed as active; inconclusive = small, poorly fitted or top-dose-only effect, or another doubt; inactive = no such curve, though single readings can be large or run the other way;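 note: 0% = wells with enzyme and -100% = buffer wells without enzyme; nearly all actives have a fitted effect of over 50% in size; many of its hits are not listed in these tables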
# L3MBTL1 inh = blocks human L3MBTL1; Q9Y468; AlphaScreen L3MBTL1–H3K9me1 peptide binding; Potency, µM (series often up to 57.1 µM), for inactives: at the top dose activity, negative = inhibition, actives largely listed as inhibitors; hit rate 0.66% among 230,000; AID 485360; note: nearly all actives have a fitted effect of over 60% in size
#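 AlphaScreen proximity signal between nickel-chelate acceptor and streptavidin donor beads (final 10 ug/mL) reports binding of 50 nM L3MBTL1 to 75 nM biotin-H3 K9me1 peptide; complex incubated with compounds 30 min at room temperature; cefsulodin titration as control.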
# TRb-SRC2 inh = inhibitors of human thyroid hormone receptor beta-SRC2 interaction. P10828. TRbeta-SRC2 peptide binding, fluorescence polarization; receptor liganded with 1 µM T3. Potency, µM (titrated, usually from 106 µM), for the others: top-dose activity change, negative = inhibition, most hits filed as inhibitors. hit rate 0.065% among 280,000;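 note: plate controls were bound peptide for no effect and peptide without receptor for full effect; nearly all actives have a fitted effect of over 50% in size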
#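 Human TRb ligand-binding domain (0.6 uM) is mixed with 20 nM Texas Red SRC2 peptide and 1 uM T3; after compound addition and 5 hr at ambient temperature, polarization is measured and normalized to unbound and bound controls.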
# RGS12 GoLoco inh = RGS12 GoLoco-Gai1 interaction inhibition | P63096 | Gai1:RGS12 GoLoco peptide FP, rhodamine, 10 min | Potency, µM (top dose mostly 61.6 µM), for inactives: at the highest dose activity, negative = inhibition, most hits filed as inhibitors | hit rate 0.44% among 230,000 | AID 880; active = well fitted inhibition curve with a large enough effect, not every such curve was filed as active; inactive = no such curve, though single readings can be large or run the other way; note: nearly all actives have a fitted effect of over 30% in size; many of its hits are not listed in these tables
# Target sequence (P63096 whole entry, looked up): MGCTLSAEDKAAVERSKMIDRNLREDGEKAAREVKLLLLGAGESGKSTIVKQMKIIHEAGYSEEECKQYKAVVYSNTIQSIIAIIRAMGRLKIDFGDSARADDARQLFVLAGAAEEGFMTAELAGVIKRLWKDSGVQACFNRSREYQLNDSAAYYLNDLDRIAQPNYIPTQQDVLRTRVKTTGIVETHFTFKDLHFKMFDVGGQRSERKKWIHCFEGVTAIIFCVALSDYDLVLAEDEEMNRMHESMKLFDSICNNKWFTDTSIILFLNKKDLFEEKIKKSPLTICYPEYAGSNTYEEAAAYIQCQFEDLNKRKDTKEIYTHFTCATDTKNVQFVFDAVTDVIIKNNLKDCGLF
# Starred values were filed as active, the others as inactive; i = inactive; ? = inconclusive; nt = no result given; & = joins results of further samples; [ ] = dose if it differs, or a comment. Unless noted, calls come from the whole dose curve; as a rule, active = well fitted curve in the direction sought with a large enough effect; inconclusive = small, poorly fitted or top-dose-only effect, or another doubt; inactive = no such curve, though single readings can be large; an effect the other way counts as inactive or inconclusive. Unless noted, % is set by controls: 0 for no effect and ±100 for the full control effect; potency is the fitted concentration of half-maximal effect.
SMILES,Tau FP inhib,Tau ThT inhib,RECQ1 inh,TexasRed fluor,KDM4E inh,L3MBTL1 inh,TRb-SRC2 inh,RGS12 GoLoco inh
CN(Cc1cccs1)C(=O)Cn1cnc2cc([N+](=O)[O-])ccc2c1=O,-4%,-15%,i,0%,2%,nt,-1%,27%
Cc1ccc(C2CC(=O)Oc3cc(C)c(Cl)cc32)cc1 (centres undefined),-1%[81.3 µM],-16%[81.4 µM],i,?,nt,nt,-9%,12%[88.7 µM]
Cc1ccccc1Cc1n[nH]c(=S)n1N,3%,8%,i,-1%,-20%,5%,7%,-8%
O=C(N/N=C/c1ccc(Cl)cc1)c1nc2ccc([N+](=O)[O-])cc2c(=O)[nH]1,6%,16µM*,i,-1%,-6%,-17%,13%,-4%
Cc1ccc(-n2[nH]c(C)c(/C=N/c3ccccn3)c2=O)cc1,-11%,-15%,-6%,-7%,?,-1%,0%,3%
O=C(NC12CC3CC(CC(C3)C1)C2)c1ccc(-c2ccc(Cl)cc2)o1,1%,-4%,i,-3%,?,0%,-4%,-5%
Cc1[nH]c2ccccc2c1-c1csc(NC(=O)CN2CCOCC2)n1,20%,?,i,-4%,-29%,-7%[11.4 µM],-2%,4%
CCc1ccc(-n2c(=O)c3c4c(sc3n(Cc3cc(=O)n5c(C)cccc5n3)c2=O)CCC4)cc1,14%,-14%,nt,6%,nt,nt,-3%,nt
O=C(NCC(c1cccnc1)N1CCN(c2ccccc2F)CC1)OCc1ccccc1 (centres undefined),12%,?,-7%,-3%,-4%,nt,-11%,6%
O=C(O)/C=C\c1ccccc1Oc1ccc(F)cc1,-3%,1%,i,1%,2%,-2%,-1%,8%
CN(C)NC(=O)c1cccc(Cl)c1,-1%,3%,4%,-2%,-5%,1%,2%,7%
COC(=O)c1cc(N=C(N)N=C(N)N)cc(C(=O)OC)c1,-2%,1%,-2%,1%,?,-2%,3%,-8%
O=C(c1ccco1)N1CCN(S(=O)(=O)c2ccc3c(c2)CCN3C(=O)C2CC2)CC1,-1%,6%,-14%,1%,11%,4%,-17%,14%
Cc1ccc2oc(=O)c3c4cc(O)c(O)cc4oc3c2c1,1%,?,-10%,-10%,?,nt,10%,1%
O=C(CSc1nnc(Cc2cc(=O)[nH]c(=O)[nH]2)n1-c1ccccc1)N1CCCC1,-5%,1%,i,-1%,1%,7%,-6%,5%
CCCCN(CCCNC(=O)c1cc(Nc2ccc(OC)cc2)nc2ccccc12)Cc1ccccc1,5%,-15%,nt,0%,nt,nt,-10%,nt
Cc1nn(CCCC(=O)NCCc2ccc(Cl)cc2)c(=O)c2nn(-c3ccccc3)c(C)c12,-2%,3%,nt,0%,nt,nt,0%,nt
CCn1cc(C(=O)O)c(=O)c2cnc(N3CCN(C(=S)Nc4ccccc4Cl)CC3)nc21,4%,1%,-5%,-2%,-14%,2%,-7%,7%
COc1cc(C(=O)OCC(=O)c2c[nH]c3ccccc23)ccc1OCC(=O)N1CCOCC1,0%,?,-8%,-8%,0%,0%,-4%,-20%
O=c1c2cccc(Cl)c2nc2n1Cc1ccccc1-2,?,?,0%,-1%,-7%,1%,1%,-19%
CCOC(=O)COc1ccc(CC)cc1C(=O)c1ccn2nc(-c3ccccc3)cc2n1,-8%,-18%,nt,4%,nt,nt,2%,nt
Cc1nc2ccn(Cc3cccs3)c(=O)c2cc1C(=O)N1CCN(c2ccc(F)cc2)CC1,3%,?,nt,4%,nt,nt,2%,nt
O=C(COC(=O)c1cc(-c2cccc3ccccc23)nc2ccccc12)NC1CCS(=O)(=O)C1 (centres undefined),3%,1%,4%,-4%,-7%,-3%,8%,48%[activator]
O=C(COC(=O)/C=C/c1cnc2ccccc2n1)NCC(F)(F)F,3%,-14%,i,-2%,-5%,nt,-3%,1%
CCOC(=O)COc1cc2oc(=O)cc(C)c2cc1[N+](=O)[O-],0%,-5%,-6%,0%,0%,12%,0%,-8%
Cc1cc(C)nc(SCc2nnc(SCC(N)=O)n2Cc2ccco2)n1,-1%,-6%,-9%,-4%,6%,-5%,4%,9%
Cc1cc(NC(=O)c2cc(F)c(F)cc2Cl)no1,-2%,2%,-6%,2%,-2%,3%,2%,9%
Cc1cccc2sc(N(CCCN(C)C)C(=O)COc3ccc(Cl)cc3)nc12,?,-6%,-3%,-1%,-2%,nt,7%,7%
CCc1cccc(CC)c1NC(=O)c1cccc(NC(=O)c2ccccc2)c1,-5%,-15%,-7%,0%,5%,nt,10%,-3%
C=CCNC(=S)NNC(=O)c1csc(C)c1C,-6%,-3%,-9%,1%,-1%,-1%,-9%,120%[activator]
Fc1ccc2c(c1)/C(=N/Nc1ccccn1)CCS2,10%,-10%,-7%,0%,-8%,-13%,-5%,4%
Cc1ccccc1Nc1c(-c2cccc(N(C)C)c2)nc2ccc(Br)cn12,-1%,-9%,nt,-1%,nt,nt,-3%,nt
Cc1ccc(NC(=O)CCC(=O)N/N=C/c2cccs2)cc1,-8%,-2%,0%,-1%,-2%,nt,0%,17%
Cc1cccc(N=Nc2cnc(N)s2)c1,5%,5µM*,-6%,-2%,-1%,-5%,-6%,6%
CCOc1ccc(NC(=O)[C@H](Cc2ccccc2)N2Cc3ccccc3C2=O)cc1,?,12%,nt,-6%,nt,nt,3%,nt
CC(=O)c1cc(-c2ccccc2)n(CC(=O)N2CCC(N3CCCCC3)CC2)c1C,2%,-10%,-2%,0%,-4%,-6%,12%,19%
COc1ccc(OC)c2sc(NC(=O)c3ccc(Cl)s3)nc12,-8%,-19%,-1%,-2%,7%,nt,-4%,-8%
O=C(c1cc(C2CC2)on1)N1CCN(C(c2ccccc2)c2ccccc2)CC1,-4%,-9%,-13%,-1%,-2%,4%,-3%,9%
Cc1cccc(-n2c(N)cc(=O)[nH]c2=S)c1C,0%,-2%,i,0%,5%,-3%[11.4 µM],-9%,14%
COc1ccccc1NC(=S)N(CCCN1CCOCC1)Cc1cccs1,0%,-5%,3%,-1%,8%,nt,-1%,7%
CCSc1nnc(NC(=O)c2cc(=O)c3cc(C)c(C)cc3o2)s1,3%,?,nt,?,nt,nt,3%,nt
N#Cc1ccsc1NC(=O)CN1CCN(c2ccccc2)CC1,-4%,-8%,-2%,5%,6%,-3%,2%,17%
Cc1ccc(Cl)cc1Nc1sc(C(=O)c2ccccc2)c(N)c1S(=O)(=O)c1ccccc1,-13%,8%,nt,-4%,nt,nt,-5%,nt
COc1ccc(C(=O)Nc2ccc3nc(N4CCCCC4)cc(C)c3c2)cc1OC,?,?,-2%,-9%&-6%,?,1%,3%&-4%,9%
Cn1c(SCC(=O)N2CCCCC2)nnc1-c1ccc(S(=O)(=O)N2CCOCC2)cc1,-11%,-3%,i,3%,?,nt,-19%,13%
Cc1cc(-c2ccccc2)nc(N(C)NC(=O)c2cccc(C(F)(F)F)c2)c1S(C)(=O)=O,-11%,-10%,-1%,0%,-1%,nt,-4%,4%
O=C(CS(=O)(=O)c1ccc(C(F)(F)F)cn1)NNC(=O)c1ccccc1,-6%,3%,-1%,-2%,4%,3%,-2%,2%
O=C(CSc1nc(-c2ccccc2)cc(=O)[nH]1)N1CCOCC1,6%,1%,2%,-1%,7%,nt,-2%,0%
CCN(Cc1ccccc1)C(=O)CCc1c(C)nc2c(c(C)nn2-c2ccc(C)c(C)c2)c1C,-9%,-15%,nt,-4%,nt,nt,-1%,nt
CC(=O)c1ccc(NC(=O)c2ccc(NC(=O)CCS(=O)(=O)c3cccs3)cc2)cc1,?,4%&12%,i,0%&-6%,?,0%,0%&0%,12%
CNc1nc(OC)nc(N2CCOCC2)n1,0%,7%,-3%,0%,0%,22%[11.4 µM],-10%,6%
Cc1[nH]c2ccccc2c1N=Nc1ccc(F)cc1,-2%,13µM*,-12%,0%,-9%,-2%,-2%,-11%
O=C(NCc1noc2ccccc12)N1CCN(c2ccccc2)CC1,6%,0%,nt,0%,nt,nt,2%,nt
O=C(Nc1nc(-c2ccccc2)cs1)c1ccc(S(=O)(=O)N2CCc3ccccc32)cc1,-5%,-1%,0%,0%,-6%,-2%,7%,-1%
CCn1nccc1C(=O)Nc1cc(Cl)ccc1Cl,7%,3%,-11%,-3%,7%,7%,-1%,5%
COc1cc(C(=O)Nc2cccc(OCc3cc(=O)n4c(C)csc4n3)c2)cc(OC)c1OC,?,-1%,nt,-1%,nt,nt,-1%,nt
Cc1ccc(S(=O)(=O)CCC(=O)OCC(=O)Nc2cc(C)on2)cc1,-4%,2%,0%,2%,-8%,-3%,12%,4%
COc1ccc(NC(=O)Cn2c(SCc3ccc(F)cc3)nc3cccnc32)c(OC)c1,-8%,-16%,nt,-14%,nt,nt,7%,nt
COc1ccc(S(=O)(=O)NCc2ccc(F)cc2)cc1OC,2%,10%,-5%,0%,-13%,5%[11.4 µM],-3%,8%
COc1ccc(CCC(=O)OCC(=O)c2cccc(OC)c2)cc1,3%,?,-6%,0%,-12%,nt,2%,-2%

# The list goes on.
SMILES,Tau FP inhib,Tau ThT inhib,RECQ1 inh,TexasRed fluor,KDM4E inh,L3MBTL1 inh,TRb-SRC2 inh,RGS12 GoLoco inh
COC(=O)Nc1c(C(=O)OC)cc(OC)c(OC)c1OC,-4%,1%,6%,-3%,?,5%,-6%,7%
Cc1cc(N=Nc2c(O)c3ccccc3[nH]c2=O)ccc1N=Nc1ccc(C(=O)N(C)C)cc1,-9%,2.2µM*,i,-4%,-10%,nt,-3%,4%
Cc1ccc(CNC(=O)c2ccc3c(c2)NC(=O)C(N2CCOCC2)S3)cc1 (centres undefined),1%,-5%,-6%,-1%,10%,0%,7%,11%
COc1ccc(C(=O)COC(=O)CN2C(=O)NC(C)(C)C2=O)cc1OC,0%,-7%,-6%,1%,-4%,1%,-1%,2%
COC(=O)CSc1nc(NC(C)C)nc(N2CCOCC2)n1,5%,-4%,8%,0%,6%,6%,-2%,7%

# The list is partial; count on the stated rates, not on these rows.
